L3MBTL1 inh – blocks human L3MBTL1; Q9Y468; AlphaScreen L3MBTL1–H3K9me1 peptide binding; Potency, µM (titrated, usually from 57.1 µM), without a hit: top-dose activity, negative = inhibition, actives largely listed as inhibitors; 0.66% of 230,000 active; AID 485360; active means well fitted inhibition curve with a large enough effect; inconclusive means small, poorly fitted or top-dose-only effect; inactive means no such curve, though single readings can be large or run the other way; further: nearly all actives have a fitted effect of over 60% in size
Target sequence (Q9Y468 whole entry, looked up): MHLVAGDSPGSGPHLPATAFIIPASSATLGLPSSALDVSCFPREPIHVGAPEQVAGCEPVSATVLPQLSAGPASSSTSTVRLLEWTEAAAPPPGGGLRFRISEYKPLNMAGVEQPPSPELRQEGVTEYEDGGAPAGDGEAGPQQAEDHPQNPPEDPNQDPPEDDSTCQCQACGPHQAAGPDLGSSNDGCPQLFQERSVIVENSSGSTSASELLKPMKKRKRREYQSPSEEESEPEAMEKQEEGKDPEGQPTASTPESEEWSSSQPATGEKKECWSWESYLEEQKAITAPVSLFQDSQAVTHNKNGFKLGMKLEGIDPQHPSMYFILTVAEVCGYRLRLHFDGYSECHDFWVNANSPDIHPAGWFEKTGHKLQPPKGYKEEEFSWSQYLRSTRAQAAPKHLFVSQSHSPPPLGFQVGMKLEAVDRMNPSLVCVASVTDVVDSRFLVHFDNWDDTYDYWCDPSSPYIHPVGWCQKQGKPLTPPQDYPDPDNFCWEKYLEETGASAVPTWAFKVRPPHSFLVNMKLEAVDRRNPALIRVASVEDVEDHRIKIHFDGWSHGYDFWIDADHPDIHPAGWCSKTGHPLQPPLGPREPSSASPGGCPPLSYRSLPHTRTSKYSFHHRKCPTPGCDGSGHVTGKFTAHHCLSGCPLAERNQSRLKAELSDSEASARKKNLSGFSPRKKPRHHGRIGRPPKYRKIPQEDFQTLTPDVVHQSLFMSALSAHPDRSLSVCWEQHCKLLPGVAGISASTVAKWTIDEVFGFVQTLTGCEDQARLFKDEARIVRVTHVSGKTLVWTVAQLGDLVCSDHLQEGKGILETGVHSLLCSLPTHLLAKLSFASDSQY
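Read-out is AlphaScreen signal from streptavidin donor and nickel chelate acceptor beads (10 ug/mL final each) bridging L3MBTL1 (50 nM) and biotinylated K9-monomethylated H3(1-15) peptide (75 nM), after 30 min compound exposure at room temperature.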
Active calls of the source: *; ? = inconclusive; & = joins results of further samples; [ ] = dose if it differs, or a comment. On the % scale 0 is the no-effect control and ±100 the full control effect; potency means the concentration at half of the fitted maximal effect.

Start of the listing, in advance:
L3MBTL1 inh	molecule
1%	CN(C)CCn1c2c(c(SCC(=O)Nc3ccccc3)nc1=O)CCCC2
2%	O=C(Nc1cccc(S(=O)(=O)N2CCCC2)c1)c1cccc(S(=O)(=O)N2CCOCC2)c1
11%	COc1ccccc1C1=CC(=O)C[C@H](c2ccc(F)cc2)C1
0%	O=C(Nc1ccc(NC(=O)c2ccccc2F)cc1)c1cccs1
2%	CCCCN1C(=N)N([C@@H](CCC)CN2CCC[C@H]2CN2C(N)=NC[C@H]2C(C)C)C[C@H]1[C@H](C)CC

The whole of this part, repeating the preview:
L3MBTL1 inh	molecule
1%	CN(C)CCn1c2c(c(SCC(=O)Nc3ccccc3)nc1=O)CCCC2
2%	O=C(Nc1cccc(S(=O)(=O)N2CCCC2)c1)c1cccc(S(=O)(=O)N2CCOCC2)c1
11%	COc1ccccc1C1=CC(=O)C[C@H](c2ccc(F)cc2)C1
0%	O=C(Nc1ccc(NC(=O)c2ccccc2F)cc1)c1cccs1
2%	CCCCN1C(=N)N([C@@H](CCC)CN2CCC[C@H]2CN2C(N)=NC[C@H]2C(C)C)C[C@H]1[C@H](C)CC
-2%	COc1ccc(C)cc1NC(=O)CNCc1cccs1
-4%	CCOc1ccc(NC(=O)CN(C)C(=O)c2cc3c(s2)CCC(C)C3)cc1OCC (stereo not drawn)
6%[2.29 µM]	CCc1ccccc1NC(=O)C1COc2ccccc2O1 (stereo not drawn)
2%	O=C(CNC(=O)C1CCCC1)Nc1ccccc1Br
10%[2.29 µM]	CC1(C)Nc2ccccc2C(=O)N1c1ccccc1
-3%	CC1(C)OC(=O)C=C(CC2NS(=O)(=O)OC3CCCCC23)O1 (stereo not drawn)
-2%	O=C(C[C@H]1C/C=C\CC[C@@H](Cc2ccc(F)cc2)C(=O)OC[C@H]2CCCN2C1=O)N[C@H](CO)Cc1ccccc1
1%	COc1cc(SC)ccc1C(=O)OCC(=O)N1CC(=O)Nc2ccccc21
7%	CC(C)(C)OC(=O)NCc1ccc(NC(=O)c2nc[nH]c2C(=O)NCCNC(=O)c2[nH]cnc2C(=O)Nc2ccc(CNC(=O)OC(C)(C)C)cc2)cc1
0%	COc1ccc(Cc2nnc(NC(=O)c3ccccc3Cl)s2)cc1OC

Structures above containing an aryl methoxy group:
L3MBTL1 inh	molecule
11%	COc1ccccc1C1=CC(=O)C[C@H](c2ccc(F)cc2)C1
-2%	COc1ccc(C)cc1NC(=O)CNCc1cccs1
1%	COc1cc(SC)ccc1C(=O)OCC(=O)N1CC(=O)Nc2ccccc21
0%	COc1ccc(Cc2nnc(NC(=O)c3ccccc3Cl)s2)cc1OC

(more compounds)
L3MBTL1 inh	molecule
-12%	COc1cc2nc(N(CCCN(C)C)C(=O)c3ccc(C(=O)c4ccccc4)cc3)sc2cc1OC
-5%	COc1ccc(Cl)cc1NC(=O)CN(C)C(=O)CCc1nc2ccccc2c(=O)[nH]1
-4%	O=C(COC(=O)c1ccc(S(=O)(=O)N2CCOCC2)cc1)Nc1ccccc1OC(F)F
2%	CC1CCC(NC(=O)CN2C(=O)NC(C)(C)C2=O)CC1 (stereo not drawn)
4%	CC(C)(C)c1ccc(OCCC(=O)Nc2cccc(S(=O)(=O)NC3=NCCCCC3)c2)cc1
2%	COc1cc(C(=O)NNC(=O)c2ccc(F)cc2)ccc1OCC(=O)N1CCOCC1
1%	CCCCN(C(=O)c1cc(Cl)nc2ccccc12)c1c(N)n(CCCC)c(=O)[nH]c1=O
-1%	Cc1nc(NC(=O)CN2CCN(c3ccccc3F)CC2)sc1C(=O)N(C)C
-9%	O=C(NCC(c1ccco1)N1CCc2ccccc21)c1ccccc1F (stereo not drawn)
16%	COc1ccccc1C(=O)CC(=O)c1ccccc1
-2%	CCSc1nc(O)c(C(c2cccc(OC)c2)c2c(O)nc(SCC)[nH]c2=O)c(=O)[nH]1
13%	CC[C@]1(C(=O)OC)[C@H]2C(=O)N(Cc3ccccc3)C(=O)[C@H]2[C@H]2CN=C(SCc3ccc(C#N)cc3)N21
-1%	Cc1cc([N+](=O)[O-])ccc1NC(=O)c1cc2ccccc2o1
3%	O=C(COc1ccc(Cl)cc1)Nc1cc2c3c(c1)CC(=O)N3CCC2
4%	C=CCCC(=O)NC1CCCc2c1cnn2-c1ccccc1F (stereo not drawn)
2%	O=C(O)c1sccc1S(=O)(=O)N1CCOCC1
-6%	CC(=O)c1c(C)[nH]c(C(=O)Nc2cccc(S(=O)(=O)N3CCCC3)c2)c1C
?	Cc1ccn2c(=O)nc(SCC(=O)Nc3cccc4ccccc34)nc2c1
-6%	C[C@H](CO)N1C[C@H](C)[C@@H](CN(C)C(=O)Nc2ccc(C(F)(F)F)cc2)Oc2ccc(NC(=O)Nc3ccccc3)cc2C1=O
-2%[2.29 µM]	COc1ccc(-c2csc(N(C)C(=O)c3ccco3)n2)cc1
2%[2.29 µM]	O=C(Nc1ccccc1C(=O)O)c1cccc(NC(=O)c2ccccc2Cl)c1
-2%	Cn1nnnc1Sc1ncnc2scc(-c3ccc(C#N)cc3)c12
2%	O=C(CC1(CC2=NS(=O)(=O)c3ccccc3N2)CCCC1)NCCc1ccccc1
4%	COc1ccccc1OCCNC(=O)CCC(=O)N1CCOCC1
-3%	Cc1ccc(C2Nc3ccccc3NC3=C2C(=O)CC(C)(C)C3)c(O)c1 (stereo not drawn)
0%	O=c1ccc(S(=O)(=O)N2CCCC2)cn1Cc1nc(-c2ccc(F)cc2)no1
?	O=C(COc1cc(F)ccc1[N+](=O)[O-])Nc1ccc(N2CCCCC2)cc1
1%	Cc1cc(Br)ccc1NC(=O)CN(C)C(=O)COc1cccc2c1OC(C)(C)C2
-3%	COc1cccc(CN2CCC(C(=O)Nc3ccc(-c4cccc(C)c4)cc3)CC2)c1O
-2%	O=C(Nc1ccncc1)c1ccc(Br)cc1
6%	COc1ccc(C(=O)NC(C(=O)NCC2(N3CCCCC3)CCCCC2)C(C)C)cc1 (stereo not drawn)
-7%	CC1CC(C)(C)CC2(C1)NC(=O)N(CC(=O)N1CCN(S(=O)(=O)c3cccs3)CC1)C2=O (stereo not drawn)
-2%	NC(=O)c1ccc(-c2nnn(CC(=O)Nc3cccc(S(=O)(=O)N4CCCC4)c3)n2)cc1
2%	CC(C)(C)[C@@H]1COC(=O)[C@@H](Cc2ccc(F)cc2)C/C=C\C[C@H](CC(=O)N(CCO)Cc2ccccc2)C(=O)N1
36%[activator]	COc1ccc(S(=O)(=O)N2CCN(C(=O)C3CC3)CC2)cc1Br
-8%	COCCN(CC(=O)Nc1cccc(C)c1C)C(=O)c1cc(S(=O)(=O)N2CCCC2)ccc1C
5%	COc1ccccc1-c1nnc(SCC(=O)NNC(=O)c2ccccc2F)n1C
-4%	Cc1cc(NC(=O)CSCC(=O)OC(C)C(=O)N(C)Cc2ccccc2)no1 (stereo not drawn)
6%	CN(C(=O)Cn1c(=O)oc2ccccc21)C1CCCCC1
2%	O=S(=O)(c1cccc(Cn2nnc(-c3ccccc3)n2)c1)N1CCOCC1
13%	CCc1cc2c(=O)oc(-c3ccc(F)cc3)nc2s1
6%	Cc1cc(NC(=O)Cc2ccccc2C)no1
1%	O=C(Cc1ccc2c(c1)OCCO2)N/N=C/c1ccco1
2%	COc1ccc(C2=NN(C(=O)CCC(=O)O)C(c3ccc(OC)c(OC)c3)C2)cc1 (stereo not drawn)
-2%	COc1ccc(NC(=O)C(=O)NCC(c2ccco2)N2CCc3ccccc3C2)cc1 (stereo not drawn)
-7%	CN(C)C(=O)CCc1ccc2c3c([nH]c2c1)[C@]1(C)[C@@H](C(=O)N2CCCCC2)C[C@H](CC(=O)NCc2ccco2)C(=O)N1CC3
0%	Cc1ccc(NC(=O)CSc2nc3ccccc3nc2N2CCOCC2)c(C)c1
42%[activator]	COc1cc(NC(=O)C2CC(c3ccc(Cl)cc3)=NO2)cc(OC)c1OC (stereo not drawn)
-7%	CCN(C(=O)COC(=O)c1cccc(S(=O)(=O)N2CCOCC2)c1)C1CCS(=O)(=O)C1 (stereo not drawn)
-7%&-7%	c1cncc(-c2ccc3ncnc(NCc4ccc5c(c4)OCO5)c3c2)c1
3%	COc1ccccc1NC(=O)C(C)OC(=O)/C=C/c1ccc2ccccc2n1 (stereo not drawn)
5%	Cc1ccc(S(=O)(=O)N2[C@@H](c3cccc(Cl)c3)C(C(=O)O)=CC[C@H]2c2cccc(C)c2)cc1
1%	CCN(CC(=O)Nc1c(F)cccc1F)C(=O)c1nc2nccc(C)n2n1
10%	CC1CCCCC12NC(=O)N(CC(=O)N1CCN(c3ccccc3)CC1)C2=O (stereo not drawn)
-6%[2.29 µM]	CCNS(=O)(=O)c1ccc(CCC(=O)NCc2ccccn2)cc1
5%[2.29 µM]	Cc1cc(COc2ccccc2)oc1C(=O)O
6%	COc1cccc(CNS(=O)(=O)c2c(C)nc3sccn3c2=O)c1
8%	CC(C)CCNC(=O)c1ccccc1SCC(=O)NC1CCCCCCC1
-8%	N#Cc1cccc(CN2CCC(=O)N(CCO)CC2)c1
-2%	CCOc1ccc(OCC(=O)OCC(=O)N(CC(C)C)c2c(N)n(Cc3ccccc3)c(=O)[nH]c2=O)cc1

Carrying on:
L3MBTL1 inh	molecule
-1%	CN(CC1CCN(CCc2cccc(C(F)(F)F)c2)CC1)C(=O)c1ccc(F)cc1
-6%	Nc1c(Cl)ncnc1NCc1ccccc1
2%	O=C(COc1ccccc1F)NNC(=O)Cn1c(=O)cnc2ccccc21
-4%	OCC[C@H]1C[C@H](O)[C@@H](O)[C@]2(CCc3ccccc3CO2)O1
4%	CCCCN(C(=O)c1c(CC)noc1C)c1c(N)n(CCCC)c(=O)[nH]c1=O
4%	Cc1ccc(C(=O)N2CCN(S(=O)(=O)c3ccccc3C#N)CC2)cc1S(=O)(=O)N1CCOCC1
4%	CCOc1ccc(S(=O)(=O)NCCC(=O)NCC2CCCO2)cc1 (stereo not drawn)
-3%	CCOC(=O)C1=C(COC(=O)/C=C/c2ccc(OC)cc2OC)NC(=O)NC1C (stereo not drawn)
-2%	CC(C)C[C@H](NC(=O)c1nc[nH]c1C(=O)NCc1ccc(CNC(=O)OC(C)(C)C)cc1)C(=O)OCc1ccccc1
-5%	Cc1ccc2c(c1)N(CC(=O)NCCc1ccccc1)C(=O)c1cccnc1O2
11%	COc1ccc(CCNC(=O)COC(=O)c2sc(C)nc2C)cc1
-23%	Cc1c(C(=O)N2CCN(c3ccc([N+](=O)[O-])cc3)CC2)oc2ccccc12
6%	COc1ccc(/C=C2\SC(=Nc3ccccc3)NC2=O)cc1
14%	C=CCNC(=O)c1c(CSc2ccc(F)cc2)noc1C(=O)NCCC
2%	COC(=O)[C@]1(C)N[C@H](c2ccc(-c3ccc(OC)cc3)cc2)[C@@H]2C(=O)N(C)C(=O)[C@@H]21
-4%	Cc1sc(NC(=O)C2CSC3(C)CCC(=O)N23)nc1-c1ccccc1 (stereo not drawn)
10%	Cc1cc(C)n(CC(=O)NNC(=O)COc2ccc(Cl)cc2Cl)n1
-1%	O=C(NC12CC3CC(CC(C3)C1)C2)c1ccco1
-13%	COc1ccc(CNc2ncc(-c3ccc(F)cc3)n2C)c2ccccc12
-1%	COc1ccc(/C=C2\SC(=O)N(CC(=O)Nc3ccc(F)cc3)C2=O)cc1O
-10%	CN(CC(=O)Nc1cc(S(=O)(=O)N2CCCC2)ccc1Cl)Cc1ccc2c(c1)OCO2
6%	COc1ccc(N(CC(=O)Nc2cc(Cl)ccc2OC)C2=NC3CS(=O)(=O)CC3S2)cc1 (stereo not drawn)
-8%	CC(=O)c1cccc(S(=O)(=O)N2CCC(C(=O)NC3CCCC3)CC2)c1
3%	CCCCC[C@@H]1C=C(C(=O)O)[C@H](c2ccc(Br)cc2)N1S(=O)(=O)c1ccc(C)cc1
-13%	CN(C)c1cc[n+](CC[n+]2ccc(N(C)C)cc2)cc1
-2%	C=CCOc1ccc(/C=C\c2nc(O)c([N+](=O)[O-])c(=O)[nH]2)cc1OC
8%	O=C(NC1CCCCC1)c1cccc2c1C(=O)c1ccc(N3CCCC3)cc1S2(=O)=O
-2%	O=C(CSc1nc2ccccc2c(=O)n1CCCN1CCOCC1)NCCc1ccccc1
-8%	c1ccc2c(-c3ccc(OCCN4CCCCC4)cc3)c(-c3ccsc3)sc2c1
-1%	CC1(C)Oc2ccc3ccc(=O)oc3c2[C@@H](O)[C@H]1O

Part of the list above, set out differently:
Compound,L3MBTL1 inh
OCC[C@H]1C[C@H](O)[C@@H](O)[C@]2(CCc3ccccc3CO2)O1,-4%
CCCCN(C(=O)c1c(CC)noc1C)c1c(N)n(CCCC)c(=O)[nH]c1=O,4%

Remaining list, next part
L3MBTL1 inh	molecule
4%	CCOc1ccc(S(=O)(=O)NCCC(=O)NCC(c2cccs2)N(C)C)cc1 (stereo not drawn)
20%	CCC(=O)NC(c1cccs1)c1cc(Br)c2cccnc2c1O (stereo not drawn)
-1%	CC(NC(=O)C1CCN(c2nnc(N3CCCC3=O)s2)CC1)c1ccccc1 (stereo not drawn)
1%	O=C(NCc1ccc(F)cc1)C1CCCN1C(=O)Nc1ccccc1 (stereo not drawn)
-1%	Cc1cc(NC(=O)c2ccoc2C)ccc1Br
-7%	Cc1ccc(C)c(S(=O)(=O)N2CCN(C(=O)CCc3c[nH]c4ccccc34)CC2)c1
7%	O=C(CCC(=O)NNC(=O)c1ccc(Cl)cc1Cl)NCc1ccccc1
-22%	CCOc1ccc(/C=N/NC(=O)Cc2ccccc2)cc1CN1CC2CC(C1)c1cccc(=O)n1C2 (stereo not drawn)

Four entries drawn at random from those above, as already listed:
L3MBTL1 inh	molecule
20%	CCC(=O)NC(c1cccs1)c1cc(Br)c2cccnc2c1O (stereo not drawn)
7%	O=C(CCC(=O)NNC(=O)c1ccc(Cl)cc1Cl)NCc1ccccc1
4%	CCOc1ccc(S(=O)(=O)NCCC(=O)NCC(c2cccs2)N(C)C)cc1 (stereo not drawn)
-7%	Cc1ccc(C)c(S(=O)(=O)N2CCN(C(=O)CCc3c[nH]c4ccccc34)CC2)c1

Some of the compounds tested. The share of hits here may be higher or lower than overall.
